High-throughput results: PubChem BioAssay, several laboratories
FXIIa inh – human FXIIa protease inhibitors, primary screen, biochemical, 1536-well; 0.3% of 220,000 active; inhibition, % at 5 µM; purified FXIIa, Boc-QGR-AMC fluorogenic substrate, 2 h; AID 800, 2007; Coagulation factor XII (Homo sapiens), P00748; in the data active = inhibition above about 40%;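 note: 0% = enzyme with no compound and 100% = blank without enzyme; many of its hits are not listed in these tables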
Wee1 degr inh – Wee1 degradation inhibitors, primary screen, cell-based, HeLa, Wee1K328M-luciferase, luminescence; reporter increase, % at 5 µM; AID 1321, 2008; 1.2% of 220,000 active; HeLa Luc-Wee1K328M stability; 100% = proteasome inhibitor MG132 effect; Wee1-like protein kinase (Homo sapiens), P30291;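 active = activation above the mean of all tested compounds plus 3 SD, set per screening run, cut at about 8.8% in these data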;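 note: cells exposed to compound for 20 h before luminescence read; 0% = DMSO alone and 100% = MG132 at 30 µM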
Target sequence (P30291 whole entry K328M): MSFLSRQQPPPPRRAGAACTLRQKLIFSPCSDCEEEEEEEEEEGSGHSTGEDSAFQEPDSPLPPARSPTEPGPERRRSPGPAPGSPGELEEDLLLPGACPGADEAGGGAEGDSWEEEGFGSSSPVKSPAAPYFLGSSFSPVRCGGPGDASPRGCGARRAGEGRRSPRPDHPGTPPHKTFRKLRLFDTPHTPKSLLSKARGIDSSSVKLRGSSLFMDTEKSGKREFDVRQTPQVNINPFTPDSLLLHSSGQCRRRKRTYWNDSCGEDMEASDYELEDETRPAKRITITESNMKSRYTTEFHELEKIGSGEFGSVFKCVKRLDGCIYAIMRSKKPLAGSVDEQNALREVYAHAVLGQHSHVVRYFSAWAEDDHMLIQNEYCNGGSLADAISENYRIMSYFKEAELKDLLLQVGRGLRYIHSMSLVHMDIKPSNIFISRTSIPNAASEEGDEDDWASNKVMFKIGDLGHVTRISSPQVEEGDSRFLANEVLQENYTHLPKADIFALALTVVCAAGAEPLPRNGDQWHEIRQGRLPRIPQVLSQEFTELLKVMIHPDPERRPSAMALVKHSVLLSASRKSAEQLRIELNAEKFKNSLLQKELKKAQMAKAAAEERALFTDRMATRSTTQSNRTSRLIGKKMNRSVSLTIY
PPC-1+TRAIL kill – compounds killing PPC-1 cancer cells with TRAIL present, primary screen, TRAIL potentiator project, ATPLite luminescence, uHTS. PPC-1 cells + TRAIL, ATPLite viability luminescence. cell killing (% activity), % at 4 µM. 0.41% of 220,000 active;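 active = cell killing above 50% in the first pass at 4 µM, then a duplicate retest at 5 µM averaging 50% or more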;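 note: plate controls were cells with TRAIL plus DMSO for no effect and medium-only wells lacking cells for full effect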
CHOP inhibitor – inhibitors of CHOP promoter induction, primary screen, cell-based, unfolded protein response, luciferase reporter | CHO-K1 CHOP-promoter luciferase, tunicamycin-induced, 15-18 h | inhibition, % at 10 µM | 3.8% of 220,000 active | AID 2732, 2010;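 active = compounds that reduced the stress-induced luciferase reporter signal by more than about 70% of percent inhibition, limit read from the data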;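 note: 0% = tunicamycin plus vehicle and 100% = wells without tunicamycin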
TNF necrop inh – inhibitors of TNF-alpha triggered necroptosis, primary screen, cell-based, Jurkat FADD-/-, single concentration. Jurkat FADD-/- TNF necroptosis rescue, ATP luminescence, 24 h; 0 = TNF only, 100 = no-TNF cells. activation (protection from cell death), % at 10 µM. 0.068% of 220,000 active. AID 463075, 2010;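 active = activation, meaning protection from cell death, of at least 50% relative to plate controls; inactive = activation below 50%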;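 note: necroptosis triggered by 40 ng/mL TNF-alpha added together with compound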
FXIa inh 1536 – human FXIa protease inhibitors, primary screen, biochemical, 1536-well | purified FXIa, Boc-Glu-Ala-Arg-AMC fluorogenic substrate | inhibition, % at 5 µM | 0.14% of 220,000 active | AID 798, 2007;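 active = inhibition of at least 40%; inactive = inhibition below 40%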;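 note: fluorescence of freed AMC excited at 355 nm; 0% = enzyme without compound and 100% = no enzyme blank; many of its hits are not listed in these tables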
PGE2 EP2 inh – human EP2 receptor antagonists, primary screen, TR-FRET cAMP, C6 glioma cells. 0.52% of 260,000 active. AID 1422, 2008. C6 glioma cells expressing human EP2; cells stimulated with saturating PGE2. inhibition, % at 25 µM;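 active = percent inhibition above 40 after rounding to a whole number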;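 note: rat C6 glioma host cells with rolipram phosphodiesterase inhibitor present; the protocol text gives 20 µM as final concentration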
Target sequence (P43116 whole entry, looked up): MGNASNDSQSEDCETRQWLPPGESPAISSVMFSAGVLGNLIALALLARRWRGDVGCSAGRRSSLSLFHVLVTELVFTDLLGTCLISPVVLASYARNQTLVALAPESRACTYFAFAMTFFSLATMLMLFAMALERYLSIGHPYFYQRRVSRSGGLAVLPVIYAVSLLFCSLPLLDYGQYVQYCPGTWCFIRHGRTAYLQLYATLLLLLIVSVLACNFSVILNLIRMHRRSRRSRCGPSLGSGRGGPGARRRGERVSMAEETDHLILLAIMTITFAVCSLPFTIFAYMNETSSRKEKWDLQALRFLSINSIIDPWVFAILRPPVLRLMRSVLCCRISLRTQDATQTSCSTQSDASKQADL
TbHK1 inh – Trypanosoma brucei hexokinase 1 inhibitors, primary screen, biochemical, G6PDH-coupled NADH absorbance, MLSCN library | 0.11% of 220,000 active | hexokinase 1 [Trypanosoma brucei] | recombinant TbHK1, G6PDH-coupled NADH A340 | inhibition, % at 10 µM;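 active = inhibition of 50% or more in the single-dose primary screen; inactive = inhibition below 50%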
zVAD death inh – inhibitors of zVAD-triggered necroptosis, primary screen, L929 cells | viability rescue, % at 10 µM | 0.38% of 220,000 active | L929 zVAD necroptosis rescue, ATP luminescence, 24 h; with zVAD 60 µM;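 active = activation, scaled between plate controls, above about 75%, limit read from the data; inactive = activation under that limit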;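 note: 0% = zVAD with DMSO and 100% = DMSO alone without zVAD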
Numbers without * were called inactive; . = not tested or not shown; & = joins results of further samples. Only part of the results is shown; the hit share may differ from the screen's.

SMILES	FXIIa inh	Wee1 degr inh	PPC-1+TRAIL kill	CHOP inhibitor	TNF necrop inh	FXIa inh 1536	PGE2 EP2 inh	TbHK1 inh	zVAD death inh
COC(=O)C1=CN(Cc2ccc(OC)c(OC)c2)C=C(C(=O)OC)C1c1cccs1	9	-1	11	-3	-0.6	-2	1	-12	-1.5
O/N=C/c1nc2cc(Cl)ccc2o1	-1	-1	1	-14	-0.5	-14	5	-5	0.3
CCN1CCN(C(C(=O)NC2CCCC2)c2ccc(Cl)cc2)CC1 (stereo unspecified)	6	.	7	36	0.7	-4	8	0	0.2
O=C1C2CC=CCC2C(=O)N1c1ccc(NCCc2ccc(O)cc2)c([N+](=O)[O-])c1 (stereo unspecified)	22	2	3	-33	-6.4	22	10	1	.
COc1ccccc1OCCNC1CCCC1	11	0	-6	-16	0.0	-3	8	2	0.3
CC(C)CN1C(=O)C(=O)N(CC(=O)NC2CCCc3ccccc32)C1=O (stereo unspecified)	14	-1	-39	2	0.2	-5	3	-1	2.4
Clc1cccc(CSc2nnc(-c3cccnc3)n2Cc2ccco2)c1	13	-3	-3	2	-4.7	-1	8	-1	-0.5
COc1cc(-c2noc(CCCC(=O)NC3CCCCC3)n2)cc(OC)c1OC	12	-2	20	-52	2.3	4	7	-1	0.2
Cc1cc(NC(=O)CSc2nnc(C3COc4ccccc4O3)o2)no1 (stereo unspecified)	1	0	1	14	-0.9	-4	14	6	0.0
COc1ccc(CN=C(NS(=O)(=O)c2cccs2)SC)cc1	3	-1	5	-9	1.4	3	6	-5	-1.1
Cc1onc(-c2ccccc2Cl)c1C(=O)Nc1ccc(-n2nncc2C(C)(C)C)cc1	12	-2	-11	31	0.1	0	11	7	-0.1
O=C(NC1=NCCS1)c1cccc(N2C(=O)c3ccccc3C2=O)c1	6	3	.	11	-0.3	-1	4	2	0.8
CCCC1=C([O-])C2N=CC=CC2=[N+](c2ccccn2)C1=O (stereo unspecified)	8	5	19	0	-0.1	10	1	-13	-0.4
COc1ccc(Cl)cc1NC(=S)N(Cc1ccc(C(=O)O)cc1)Cc1ccc(OC)c(OC)c1	13	-3	14	7	1.4	2	1	-1	3.9
O=C(O)CNC(=O)c1ccccc1Br	1	0	26	-23	1.0	-2	4	0	-0.1
Clc1ccc(-c2nc3ccccc3nc2-c2ccccc2)cc1	4	4	49	74*	-0.2	4	9	-8	1.8
O=C1Nc2cc3c(cc2C1=O)sc1ccccc13	24	0	1	28	-9.8	6	12	-6	0.5
Fc1ccc(-c2csc(=S)[nH]2)cc1	-1	2	17	-2	-0.7	-6	9	-1	-0.2
Cc1cc(C)cc(NC(=O)NCc2nnc(SCc3ccccc3)n2C)c1	-13	-2	8	32	-0.4	-7	8	7	0.2
Cc1cc(C)c2cc(C)c(SCC(=O)NCc3ccco3)nc2c1	9	-3	3	32	0.2	1	7&11	1	11
C=CCNC1=C(Cl)C(=O)N(c2cccc(Cl)c2Cl)C1=O	12	0	14	-17	-0.9	3	12	-9	0.0
CC(SCc1ccccc1)C(=O)N/N=C/c1cc2c(cc1Br)OCO2 (stereo unspecified)	-2	3	14	40	-6.0	-9	23	-6	-0.1
CCOc1ccc(/C=N/Nc2cc(C)nc(N3CCOCC3)n2)cc1	-4	1	26	-6	2.1	-5	12	-41	-0.5
Cc1c(C(=O)N2CC(C)OC(C)C2)oc2ccccc12 (stereo unspecified)	13	2	3	24	-1.9	3	2	-4	0.9
COc1cccc(-c2nc(CS(=O)(=O)CC(=O)NCCC(C)C)c(C)o2)c1	9	-2	.	40	-0.4	-7	7	0	0.0
CCc1c(C)c2ccc(O)c(CN(C)C)c2oc1=O	-57	0	6	-7	-1.6	-45	6	-30	-1.1
O=c1c2oc3ccccc3c2ncn1Cc1ccc(Cl)cc1	8	-4	-12	-20	1.9	0	6	-8	-1.1
S=c1nc(-c2ccc(Cl)cc2)[nH][nH]1	7	-3	20	5	-2.1	-1	8	-11	0.5
COc1cccc2c(=O)cc(C)n(CC(=O)Nc3cccc(C)c3)c12	16	3	12	14	-6.2	12	9	-2	.
CC1CCCN(C(=O)CCCn2c(=S)[nH]c3ccccc3c2=O)C1 (stereo unspecified)	11	9.7*	12	27	2.8	8	4	-2	-0.1

Three compounds already listed, arranged by number of heavy atoms, lowest first:
SMILES	FXIIa inh	Wee1 degr inh	PPC-1+TRAIL kill	CHOP inhibitor	TNF necrop inh	FXIa inh 1536	PGE2 EP2 inh	TbHK1 inh	zVAD death inh
O=C1Nc2cc3c(cc2C1=O)sc1ccccc13	24	0	1	28	-9.8	6	12	-6	0.5
Cc1cc(C)c2cc(C)c(SCC(=O)NCc3ccco3)nc2c1	9	-3	3	32	0.2	1	7&11	1	11
CCOc1ccc(/C=N/Nc2cc(C)nc(N3CCOCC3)n2)cc1	-4	1	26	-6	2.1	-5	12	-41	-0.5

More entries follow:
SMILES	FXIIa inh	Wee1 degr inh	PPC-1+TRAIL kill	CHOP inhibitor	TNF necrop inh	FXIa inh 1536	PGE2 EP2 inh	TbHK1 inh	zVAD death inh
COc1ccc(CCNC(=O)C/C(C)=N/NC(=O)C23CC4CC(CC(C4)C2)C3)cc1OC	10	0	16	23	3.3	6	7	30	-0.6
COc1ccc(CCNC(=O)COC(=O)/C=C/c2ccc(OC)c(OC)c2)cc1	11	2	-9	-8	0.5	7	18	-30	1.2
O=C1c2ccccc2C(=O)N1c1ncccn1	-3	1	39	-2	0.7	1	16	-9	0.1
CCN(C(=O)CSc1nnc(-c2ccc(Cl)cc2)n1C)C1CCS(=O)(=O)C1 (stereo unspecified)	0	-2	8	4	0.4	-4	4	-4	0.6
CCOC(=O)C1(Cc2ccccc2)CCN(Cc2cccn2-c2cccnc2)CC1	10	-1	7	27	-0.1	-1	15	-2	-0.3
COc1ccc(NC(=O)c2cc3cc(OC)ccc3oc2=N)cc1	32	3	17	22	-5.2	28	12	-7	13
COc1ccc(C(=O)NCC2OCCc3ccccc32)cc1 (stereo unspecified)	17	-4	2	8	0.0	-1	13	5	0.1
CC1(C(=O)O)Sc2[nH]c(=O)sc2C2c3ccccc3OC(=O)C21 (stereo unspecified)	17	2	5	19	2.5	6	11	-8	1.9
COc1cc(OC)cc(C(=O)Nc2cccc(C(C)=O)c2)c1	9	0	-7	-7	-3.8	3	4	0	0.2
Cc1nn(Cc2ccc(F)cc2)c2sc(C(=O)Nc3nccs3)cc12	-5	5	4	93*	1.9	1	9	7	1.6
O=C(CCCOc1ccc(Cl)cc1Cl)Nc1ccccc1C(=O)O	6	5	13	-21	1.5	1	7	-4	-0.5
Cc1cccc(C(=O)NCc2ccc(S(N)(=O)=O)cc2)c1[N+](=O)[O-]	15	-2	7	-16	0.5	5	3	36	0.6
Cc1ccc(-c2cc(C(=O)N/N=C/C=C/c3ccccc3)n[nH]2)s1	8	0	2	64	4.4	2	9	-1	3.2
Cc1noc(C)c1COC(=O)C1(c2cccc(F)c2)CCCC1	9	1	3	50	-1.0	7	8	1	-1.2
C=CCN(c1ccccc1Cl)S(=O)(=O)c1cccc(C(=O)OCC(=O)N(C)C2CCS(=O)(=O)C2)c1 (stereo unspecified)	8	-1	23	-5	-0.3	0	7	-7	-1.3
CCOC(=O)c1c(/N=C/N(C)C)sc(C=O)c1-c1ccccc1	7	0	8	6	-0.7	-6	11	-12	1.6
O=C(O)C1C2C=CC(C2)C1C(=O)N1CCN(CCO)CC1 (stereo unspecified)	14	0	6	13	-0.1	5	.	2	1.5
O=C(CSc1nnc(-c2ccncc2)n1Cc1ccco1)Nc1ccccc1Cl	8	-3	-2	3	-1.0	-1	3	3	0.2
COc1c(C)cccc1C(=O)NC(=S)Nc1cccc2nsnc12	9	-2	-11	30	-1.1	-3	129*	-3	37
CCn1nc(NC(=O)c2cccnc2)c2cc3ccccc3nc21	-1	2	-11	2	-2.5	-3	7	-12	1.3
O=C(Cn1cc(C(=O)C2CC2)c2ccccc21)NCc1ccc2c(c1)OCO2	11	1	3	10	-0.6	0	-3	0	0.2
FC(F)(F)c1ccnc(NCc2ccco2)n1	8	-1	-6	-8	0.6	3	4	-4	-0.5
COc1cccc(-c2nnc(SCC(=O)N3CCCC3=O)n2-c2ccccc2)c1	-8	0	-5	-9	0.9	0	.	2	0.7
COC(=O)[C@@]1(Cc2ccc(F)cc2)[C@H]2c3cc(C(=O)N(C)C)n(Cc4ccc(OC)c(OC)c4)c3C[C@H]2CN1C(=O)c1ccccc1	5	-3	20	49	1.8	-2	0	-4	-1.1
COc1cc(-c2nnc(Sc3ccc(C(F)(F)F)cc3[N+](=O)[O-])o2)cc(OC)c1OC	8	0	33	23	-0.1	-5	5	-18	0.5
O=C1N=C(N2CCCCC2)SC1=C1CCCCC1	30	3	-1	-22	1.1	18	11	-3	0.4
CCOC(=O)c1c(C)cc(C)[nH]c1=O	7	-1	10	-14	0.8	1	9	-4	-1.9
CC(C(=O)c1ccc(Br)cc1)[n+]1cccc(NC(=O)c2ccccc2)c1 (stereo unspecified)	24	0	13	-13	2.0	23	8	14	1.2
COc1cc(Cl)cc(C=O)c1OCC(=O)O	-1	-2	1	-4	2.2	-2	6	-11	1.2
COc1ccc(/C=N\NC(=O)C2=NNC(=O)C2C)cc1 (stereo unspecified)	15	0	29	-29	-9.0	5	27	-23	0.1
CC(c1ccco1)N(C(=O)C12CC3(C)CC(C)(CC(C)(C3)C1)C2)c1ccccn1 (stereo unspecified)	8	-1	11	86*	-3.0	-3	7	6	-0.6
Cc1cccc2sc(N(CCCN(C)C)C(=O)CCc3ccccc3)nc12	4	-1	4	9	5.6	1	2	12	1.1
O=C(O)c1cccc(CSc2n[nH]c(-c3ccc(Cl)cc3Cl)n2)c1	7	5	34	-2	-0.9	-3	14	-4	-0.1
NCC/C=C1/c2ccccc2CSc2ccccc21	17	1	12	16	0.8	12	12	14	-0.2
Cc1cc(C)c2oc(C(=O)Nc3ccc(S(=O)(=O)Nc4nccs4)cc3)cc(=O)c2c1	9	0	-1	-17	-0.8	4	6	-21	-0.4
CCc1nn(CCCN2CCN(c3cccc(Cl)c3)CC2)c(=O)n1CCOc1ccccc1	.	-1	-33	23	.	.	11	.	.
COc1cccc(NC(=O)CSc2nc(N)cc(N)n2)c1	-8	3	13	-1	-0.8	4	5	6	-0.1
CC(CNC(=O)C1CCCCC1C(=O)O)c1ccccc1 (stereo unspecified)	18	1	-14	22	0.0	-1	3	17	-0.6
Cc1ccc(-c2nc3ccccc3s2)cc1NC(=S)NC(=O)/C=C/c1ccco1	16	-2	-1	-18	-3.3	0	18	-15	0.4
O=C(NCc1cccnc1)C(=O)NCC1OCCN1S(=O)(=O)c1ccc(F)cc1 (stereo unspecified)	15	9.2*	3	-1	1.1	14	8	2	.
CC(C)CSc1ncnc2c1oc1nc3c(cc12)COC(C)(C)C3	14	-2	-11	43	1.6	-1	.	-6	-0.2
CCCC(=O)NC(=S)Nc1ccc(C(C)=O)cc1	15	7	27	-28	0.6	29	12	-1	0.1
Cc1occc1C(=O)N/N=C/c1ccccc1[N+](=O)[O-]	16	5	-1	-27	-1.9	8	5	-19	-0.1
COc1ccc(C)cc1NS(=O)(=O)c1ccc2c(c1)n(C)c(=O)n2C	5	4	11	8	-0.4	-7	13	-7	0.4
CC(=O)c1c(C)[nH]c(C(=O)NCc2cccc(Cl)c2)c1C	3	-1	8	-17	2.6	2	6	2	5.2
CC1Sc2ccc(Cl)cc2-c2nc(N)ncc21 (stereo unspecified)	10	1	6	57	-0.2	21	3	-3	34
